Bioassay records deposited in PubChem by several laboratories.
RmlC RmlD mix: mixture blocks RmlC and RmlD coupled enzyme activity; RmlC/RmlD coupled enzyme inhibition, 384-well mixture HTS; inhibition, % at 5.5 µM; 0.39% of 110,000 active; AID 1532; in the data active = inhibition above about 30%, passing the limit was not always enough; inconclusive = no clear call, values can overlap the other calls; note: strong numbers were not always called active
HIV RNase H inh: blocks HIV-1 RNase H cleavage of RNA/DNA duplex; P04585; RT-RNase H RNA/DNA duplex cleavage, fluorescence; inhibition, % at 10 µM; 1.9% of 65,000 active; AID 565; in the data active = inhibition above about 50%
Numbers without * were called inactive; i = inactive; ? = inconclusive; . = not tested or not shown.

Results follow in this order: RmlC RmlD mix, HIV RNase H inh
1	O=C(CN1CCN(c2nc(-c3ccc(Cl)cc3)cs2)CC1)NCc1ccco1
    -9, 17
2	CC1(C)Cc2cccc(OCC(=O)N3CCN(S(=O)(=O)c4ccccc4F)CC3)c2O1
    0, 2
3	Cc1cccc2cc(CN(Cc3cccnc3)C(=O)c3ccncc3)c(=O)[nH]c12
    -10, -8
4	CCOc1ccccc1C1C(C#N)=C(N)Oc2cc(N)ccc21 (stereo unspecified)
    8, .
5	NC(=O)C1=C[C@@H](c2csc3ccccc23)C[C@@H](OCCCCO)O1
    6, .
6	CC1CCN(CCc2nc3cc(NC(=O)Nc4ccccc4)ccc3n2C)CC1
    4, 6
7	CC(C)[C@@H]1NC(=O)c2cc([N+](=O)[O-])cc(I)c2NCC[C@@H](C(N)=O)NC(=O)[C@H](CO)NC1=O
    -2, .
8	O=c1[nH]nc(Cc2ccc(-c3cccc(Cl)c3)o2)c2ccccc12
    15, .
9	O=C(NCCCn1ccnc1)C1CC2CCC1C2 (stereo unspecified)
    -15, .
10	Cc1cc2cc(CCNC(=O)CC(C)(C)C)c(=O)[nH]c2cc1C
    -7, 0
11	Cc1c(NC(=O)c2ccc3c4c(cccc24)CC3)c(=O)n(-c2ccccc2)n1C
    9, .
12	COc1cc(OC)c(C2C(C#N)=C(N)OC3=C2C(=O)CC(C)C3)cc1OC (stereo unspecified)
    3, 3
13	Cc1ccc(C)c(NC(=S)NCCc2ccc(S(N)(=O)=O)cc2)c1
    -8, .
14	COc1cc(C(=O)Nc2nccs2)c(Br)c(OC)c1OC
    1, -4
15	COc1ccc(S(=O)(=O)N2CCN(S(=O)(=O)c3ccc4c(c3)OCCO4)CC2)cc1C
    ., -2
16	Cc1nnc(SCC(=O)N(Cc2ccccc2)C(C)C)n1-c1ccccc1
    11, .
17	COc1ccc(NC(=O)C2CC(c3ccc(OC)c(OC)c3)=NO2)cc1OC (stereo unspecified)
    8, -8
18	Cc1cc(N2CCN(c3nc4ccccc4s3)CC2)n2ncnc2n1
    12, -18
19	O=C1Nc2cc(S(=O)(=O)N3CCCC3)ccc2N2CCCC12 (stereo unspecified)
    28, .
20	O=C(NC12CCC(O)C(SC1)/C2=N/O)c1ccccc1 (stereo unspecified)
    1, -4
21	C#CCOCCOCCOCCNc1nc(N2CCN(C(=O)Cn3cc(CCCN=C(N)N)nn3)CC2)nc(N2CCN(C(=O)[C@H](C(C)C)n3cc(CCO)nn3)CC2)n1
    6, .
22	C/C=C/C(=O)N1CC2(CC(c3cccc(NC(=O)/C(C)=C/C)c3)=NO2)C[C@H]1C(N)=O (stereo partly specified)
    15, .
23	Cc1ccc(C)n1-n1c(C)nc2scc(-c3cccs3)c2c1=O
    15, -27
24	O=C(NCc1ccco1)C1OCCc2ccccc21 (stereo unspecified)
    -11, -5
25	Cc1ccc2cc3cc(C(=O)N4CC(C)CC(C)C4)oc3nc2c1 (stereo unspecified)
    8, -3
26	COc1ccc2[nH]cc(C(=O)CN3CCCCC3)c2c1
    -1, -7
27	CCOC(=O)CCN(Cc1cccs1)S(=O)(=O)c1ccc(Cl)cc1
    -9, -4
28	CN(C)S(=O)(=O)c1cccc(NC(=S)Nc2cc(Cl)cc(Cl)c2)c1
    4, .
29	CC(=O)c1c(C(C)=O)c(C)n(NC(=O)c2cccnc2)c1C
    -8, -1
30	Fc1ccc(CSc2nnc(-c3cc4c(s3)-c3ccccc3CC4)o2)cc1
    i, .
31	CCN(CC)CCCN1C(=O)C(O)=C(C(=O)c2ccco2)C1c1cc(OC)ccc1OC (stereo unspecified)
    ., -12
32	Cc1ccc(S(=O)(=O)N(C)c2ccc(OCC(=O)O)cc2)cc1
    -4, .
33	Cc1nc(-c2ccccc2)sc1-c1nc(-c2cccnc2)ncc1S(=O)(=O)c1ccccc1
    -9, .
34	COCCNC(=O)Cn1cnc2ccc(S(=O)(=O)N3CCC(C)CC3)cc2c1=O
    -11, -6
35	Cc1noc(C)c1S(=O)(=O)N1CCCC(C(=O)NC2CCCCC2)C1 (stereo unspecified)
    2, .
36	CC1(c2nnc(-c3ccccc3)o2)CC(c2ccc(F)cc2)=NO1 (stereo unspecified)
    4, .
37	O=C1CCC(=O)N1c1ccc(CSc2nnnn2C2CCCCC2)cc1
    7, -18
38	Cc1c(C(=O)NC(=S)Nc2ccc3c4c(cccc24)CC3)cccc1[N+](=O)[O-]
    -5, .
39	C=CCC(NCc1ccccc1)c1ccc(C)o1 (stereo unspecified)
    3, .
40	O=C(NCCSc1ccccc1)c1cncc(Br)c1
    25, .
41	Cc1cccc(NC(=S)N2CCC(c3nc4ccccc4s3)CC2)c1
    7, .
42	Cc1nc(Cl)c(C#N)cc1-c1ccccc1
    1, .
43	O=C(NC1CCCCC1)C1CC=CCC1C(=O)OCC(Cl)=C(Cl)Cl (stereo unspecified)
    -15, .
44	CCCC(=O)Nc1nn(C)c2nc3c(C)cccc3cc12
    -4, -3
45	FC(F)(F)c1cc(-c2ccccc2)nc(N2CCCCC2)n1
    -20, -15
46	COc1cc(C(=O)Nc2cccc3cccnc23)cc(OC)c1OC
    16, .
47	CCOc1ccc(C(C)(C)C)cc1S(=O)(=O)N1CCOCC1
    -4, -6
48	O=C(NC(Cc1c[nH]c2ccccc12)C(=O)O)c1ccccc1 (stereo unspecified)
    4, -11
49	CCCn1cnc2c(c1=O)c1nc3ccccc3nc1n2CCC1=CCCCC1
    14, 9
50	N=c1c[n+](-c2ccc(Cl)cc2)[n-]o1
    -5, -14

Other records.
Results follow in this order: RmlC RmlD mix, HIV RNase H inh
51	CC(=O)c1ccc(NC(=O)Nc2ncn(Cc3cccc(C)c3)n2)cc1
    -4, -18
52	CSc1nc2nccc(/C=C\c3ccccc3)n2n1
    ?, .
53	Cc1ccc(SCc2cc(=O)[nH]c(N3CCCCC3)n2)cc1
    6, -43
54	O=C(CCCN1CC=C(n2c(=O)[nH]c3ccccc32)CC1)c1ccc(F)cc1
    -9, 0
55	O=C(CSc1nnnn1-c1ccccc1)Nc1ncc2c(n1)CC(c1ccco1)CC2=O (stereo unspecified)
    ., 13
56	COc1ccc(-n2c(COc3cccc4ccccc34)nnc2SCC(=O)NCc2ccco2)cc1
    -40, .
57	Cc1nc(NCc2ccc3c(c2)OCO3)c2nnn(Cc3ccccc3)c2n1
    -4, 24
58	Cc1ccccc1S(=O)(=O)Cc1ccc(C(=O)O)o1
    -5, .
59	C=CCN1C(=O)C(Cc2ccc(OC)cc2)S/C1=N\N=C\c1cccs1 (stereo unspecified)
    -21, .
60	CCn1c(CNC(=O)c2ccco2)nnc1SCC(=O)Nc1cc(C(F)(F)F)ccc1Cl
    -7, -1
61	c1ccc(Oc2nc(NCc3ccco3)nc(NCc3ccco3)n2)cc1
    7, -20
62	O=C(O)/C=C/c1ccc(Cn2ccnc2)cc1
    3, .
63	COc1ccc(N2C(=O)NC3CC2(C)Oc2ccc(Br)cc23)cc1OC (stereo unspecified)
    -3, 0
64	Cc1ccc(Oc2ccc(OCC(=O)OC3CCS(=O)(=O)C3)cc2)cc1 (stereo unspecified)
    -8, .
65	O=C(Nc1ccc2nc(-c3ccco3)[nH]c2c1)c1cccs1
    20, -3
66	CC(C)(C)OC(=O)N[C@@H](Cc1ccccc1)C(=O)N1CCC(C(=O)O)CC1
    9, .
67	COc1cc2sc(C)nc2c2sccc12
    -15, -35
68	O=C(Nc1ncccn1)C1CCCN1S(=O)(=O)c1ccc(Cl)c(Cl)c1 (stereo unspecified)
    1, -16
69	CCOC(=O)c1cc(NC(=O)OC)c(C)nc1C
    7, -12
70	COCCn1c(-c2ccccc2)cnc1N
    1, .
71	O=C1COc2ccc(C(=O)COC(=O)CCc3ccc(S(=O)(=O)N4CCOCC4)cc3)cc2N1
    3, -14
72	CCCOc1ccc(-c2nc(OCC)c3ccccc3n2)cc1
    -12, .
73	CN1CCN(Cc2ccc(Br)s2)CC1
    15, .
74	CCOc1ccc(C(Nc2ccc(C)cc2)P2(=O)OCCC(C)O2)cc1 (stereo unspecified)
    -18, .
75	O=C1NN(c2ccccc2)C(=O)/C1=C\c1cccc(OC(=O)c2cccs2)c1
    -9, .
76	O=C(c1ccc(Cl)cc1)N1CCC(O)(CSc2ccc(Cl)cc2Cl)CC1
    13, .
77	CC1(C)CC(=O)C(C=NCCN2CCN(CCCCS(=O)(=O)O)CC2)=C(O)C1
    -14, -10
78	COc1cc(O)c(C(CCN2CCCC(C)C2)c2cc(OC)c(OC)c(OC)c2)c(OC)c1 (stereo unspecified)
    -6, .
79	CC[C@@H]1CC=C[C@H]2[C@H]1C(=O)N(Cc1ccccc1)[C@H]2c1ccc(OC)c(Cl)c1
    -12, .
80	CC1CCCCN1C(=O)Cn1c(=O)n(C2CCCCC2)c(=O)c2ccccc21 (stereo unspecified)
    5, -8
81	O=C(Cc1ccc2c(c1)OCCO2)c1c(O)cc(O)cc1O
    -1, -17
82	Cc1cc(C)nc(N2CCC(C(=O)NCc3ccco3)CC2)n1
    -2, -5
83	CC(C)(C)N1OC2CC1c1nc3ccccc3n1C2 (stereo unspecified)
    4, .
84	COc1c(C)cc(Br)cc1C(=O)Nc1cccc(-c2nc3ncccc3o2)c1
    -7, -49
85	Cc1cc(NC(=O)c2cc(C(C)C)on2)no1
    0, 4
86	Cc1ccccc1-c1nn[nH]n1
    -27, .
87	Cc1cc(C)nc(/N=C(\N)c2c(O)[nH]c(=O)[nH]c2=O)n1
    2, .
88	Cc1ccc2c(c1)NC(=O)C(CC(=O)NCCCN1CCCC1)O2 (stereo unspecified)
    2, 6
89	COCCCn1c2nc3ccccc3nc2c2c(=O)n(CC3CCCO3)cnc21 (stereo unspecified)
    -2, 2
90	CCOc1ccc(S(=O)(=O)n2cnc3cc(C)c(C)cc32)cc1
    -15, -16
91	CCCCN1C(=O)/C(=C/c2ccc(N(C)C)cc2)C(=O)N(Cc2ccco2)C1=O
    20, .
92	Cc1cc(C)c2c(-n3cccc3)c(C(=O)O)sc2n1
    7, 20
93	CC(=O)Cc1nsc(NC(=O)c2ccc(-c3cccc(C(F)(F)F)c3)o2)n1
    62, 1
94	COc1ccc(CCCC(=O)O)c(C)c1
    -12, 5
95	Cc1oc2nc(SCC(=O)N3CCCCC3)nc(N)c2c1C
    ., -27
96	Cc1ccc(NC(=O)C2(c3ccccc3)CCCC2)nc1
    -16, .
97	Cc1ccc2c(c1)C1CN(C)CCC1N2C(=O)Nc1ccc(Cl)cc1 (stereo unspecified)
    5, 2
98	COc1ccc(S(=O)(=O)Cc2ccc(C(=O)NC3CC3)o2)cc1
    -10, 1
99	O=C(COc1ccccc1)NCc1ccc2c(c1)OCO2
    -18, 10
100	CCCc1cc(C(N)=O)c(NC(=O)c2ccco2)s1
    -7, 48

Next structures
Results follow in this order: RmlC RmlD mix, HIV RNase H inh
101	CCOC(=O)N1CCC(NC(=O)CN2C(=O)CSc3ncccc32)CC1
    -4, -2
102	CC(NC(=O)c1cccnc1)c1ccc2c(c1)OCO2 (stereo unspecified)
    -8, 5
103	O=C1CC(N2CCC(O)(c3ccc(Cl)cc3)CC2)C(=O)N1Cc1ccc(N2CCCC2=O)cc1 (stereo unspecified)
    6, 8
104	Cc1sc(-n2cccc2)c(C(=O)O)c1C
    ., 7
105	O=C(CCn1nnc2ccccc21)Nc1nnc(-c2ccccc2F)s1
    -13, 6
106	CCCOc1ccc(Br)cc1/C=N/O
    8, .
107	CS(=O)(=O)N(CCC(=O)O)Cc1ccccc1
    10, -3
108	CC(C)(C)c1cc(C(=O)NCc2ccco2)ccn1
    1, -6
109	Cc1cc(C(F)(F)F)c2c(C)nn(CCc3nn[nH]n3)c2n1
    -1, -1
110	CC(CC(C)C(=O)N1CCOCCN(C(=O)C(C)CC(C)C(=O)O)CCOCC1)C(=O)O (stereo unspecified)
    0, -13
111	C=CCn1c(-c2cc(OC)cc(OC)c2)n[nH]c1=S
    -2, 16
112	O=C(NC1CCCCCC1)c1ccc(S(=O)(=O)NCc2ccco2)cc1
    -8, .
113	CC(C)C(=O)Nc1sc2c(c1C#N)CCCCC2
    -2, .
114	CCOc1ccc2oc(=O)cc(C)c2c1
    9, .
115	Cc1ccc(S(=O)(=O)Nc2ccnc3ccccc23)cc1
    -13, .
116	O=C(NCc1ccco1)C1(c2ccc(Br)cc2)CCCC1
    3, .
117	CCCCCC1CC(CC(=O)Nc2nncs2)C(=O)O1 (stereo unspecified)
    -12, .
118	Cc1ccc(-c2nc(COC(=O)c3c(C)noc3C)cs2)cc1
    -12, -11
119	S=c1[nH]nc(C2CCCCC2)n1/N=C/c1ccc(Br)s1
    -11, .
120	Nc1nnc(SCC(=O)NC2CCCCC2)n1-c1ccccc1
    -12, 0
121	COC(=O)c1ccc(CSc2ccc3nnc(-c4ccccc4)n3n2)o1
    -11, .
122	COc1ccc(C(=O)N(Cc2nc(-c3ccc(C)cc3)no2)C(C)C)cc1OC
    9, -10
123	COC(=O)c1sc2ccccc2c1-n1cccc1C(=O)C(=O)Nc1ccc(C)cc1
    4, .
124	CCCCN(CC)CCNC(=O)Cn1cnc2sc(C)c(S(=O)(=O)N3CCOCC3)c2c1=O
    8, .
125	CCOC(=O)c1c(C)[nH]c(C(=O)COC(=O)c2[nH]c(C)c(C(C)=O)c2C)c1C
    5, .
126	CCCCNC(=O)COC(=O)c1cc(S(=O)(=O)N2CCCCCC2)ccc1OC
    0, .

Some of the compounds tested. The share of hits here may be higher or lower than overall.
